From PubChem
A-T KAP1 phos – qHTS Assay for Identifying a Potential Treatment of Ataxia-Telangiectasia | […] A-T fibroblasts, KAP-1 phosphorylation AlphaLISA; neocarzinostatin DNA damage 30 min before lysis | Potency, µM (highest dose often 57.5 µM), inactives show at the top dose activation, most hits filed as activators | 320,000 compounds, 0.19% hits | AID 485349, 2010; further: potency means the concentration at half of the fitted maximal effect; % of control where 0% means no effect; nearly all actives have a fitted effect of over 45% in size
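hTERT-immortalized A-T patient fibroblasts ([…]), 500 cells/well in OPTI-MEM, 1% FBS, got compounds for 60 min, then NCS for 30 min at 37C. Lysates were then assayed for phospho-KAP-1 by AlphaLISA (anti-pKAP1 donor, anti-KAP1 acceptor beads), 6 hr at 25C.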
ELG1 repair inh – qHTS screen for small molecules that inhibit ELG1-dependent DNA repair in human embryonic kidney (HEK293T) cells expressing luciferase-tagged ELG1 | HEK293T ELG1-luciferase reporter, luminescence, 16 h; DNA damage induced by 5-fluorouridine | Potency, µM (titrated, usually from 46.1 µM), inactives show top-dose activity change, negative = inhibition, actives largely listed as inhibitors | 330,000 compounds, 2.3% hits | AID 504467, 2011; further: potency means the concentration at half of the fitted maximal effect; on the % scale 0 is the no-effect control and ±100 the full control effect; nearly all actives have a fitted effect of over 55% in size
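5-Fluorouridine DNA damage + compound/DMSO, 2,000 cells/well, 16 h, 37 °C/5% CO2. ONE-Glo, 30 min RT, luminescence. Readout = decrease in reporter signal.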
TSHR antagonist – Antagonists of the Thyroid Stimulating Hormone Receptor: HTS campaign | Thyrotropin receptor (Homo sapiens), P16473 | AID 504810, 2011 | activity change, negative = inhibition, % at 11.5 µM | 330,000 compounds, 0.2% hits | TSHR-expressing cells, TSH-stimulated cAMP HTRF, 2 h; active compounds read low;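 active means activity change below a set negative limit, meaning inhibition stronger than a set level, cut at about -70% in these data; inconclusive means activity change between two set negative limits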; further: on the % scale 0 is the no-effect control and ±100 the full control effect
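Antagonism was scored as loss of TSH-driven cAMP in TSHR cells, stimulated with 4nM TSH (EC80) for 2 hours at 37 deg C and detected by homogeneous HTRF competition immunoassay.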
Eya2 phos inh – qHTS Assay for Inhibitors of the Phosphatase Activity of Eya2; Protein phosphatase EYA2 (Homo sapiens), O00167; 330,000 compounds, 0.006% hits; Potency, µM (titrated, usually from 76.9 µM), without a hit: at the highest dose activity, negative = inhibition, actives largely listed as inhibitors; recombinant Eya2, OMFP fluorescence dephosphorylation (OMFP is methylfluorescein phosphate); further: potency means the concentration at half of the fitted maximal effect; on the % scale 0 is the no-effect control and ±100 the full control effect
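Eya2 protein (added as 0.2 uM solution) was preincubated with compound for 10 min at ambient temperature in 50 mM HEPES pH 7.5, 50 mM NaCl, 5 uM MgCl2, 0.05% BSA, 1 mM DTT. OMFP (added at 50 uM) then reacted 10 min; fluorescence read at 485/525 nm.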
KCNH2 WT inh – qHTS for Inhibitors of KCHN2 3.1: Wildtype qHTS | U2OS, BacMam KCNH2, thallium flux FluxOr; active compounds read low | activity change, % at 1.84 µM | 340,000 compounds, 0.37% hits;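 active means maximum activity change below -70%; inconclusive means maximum activity change between -70% and -50%; inactive means maximum activity change above -50%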; further: on the % scale 0 is the no-effect control and ±100 the full control effect
Target sequence (Q12809 whole entry, looked up): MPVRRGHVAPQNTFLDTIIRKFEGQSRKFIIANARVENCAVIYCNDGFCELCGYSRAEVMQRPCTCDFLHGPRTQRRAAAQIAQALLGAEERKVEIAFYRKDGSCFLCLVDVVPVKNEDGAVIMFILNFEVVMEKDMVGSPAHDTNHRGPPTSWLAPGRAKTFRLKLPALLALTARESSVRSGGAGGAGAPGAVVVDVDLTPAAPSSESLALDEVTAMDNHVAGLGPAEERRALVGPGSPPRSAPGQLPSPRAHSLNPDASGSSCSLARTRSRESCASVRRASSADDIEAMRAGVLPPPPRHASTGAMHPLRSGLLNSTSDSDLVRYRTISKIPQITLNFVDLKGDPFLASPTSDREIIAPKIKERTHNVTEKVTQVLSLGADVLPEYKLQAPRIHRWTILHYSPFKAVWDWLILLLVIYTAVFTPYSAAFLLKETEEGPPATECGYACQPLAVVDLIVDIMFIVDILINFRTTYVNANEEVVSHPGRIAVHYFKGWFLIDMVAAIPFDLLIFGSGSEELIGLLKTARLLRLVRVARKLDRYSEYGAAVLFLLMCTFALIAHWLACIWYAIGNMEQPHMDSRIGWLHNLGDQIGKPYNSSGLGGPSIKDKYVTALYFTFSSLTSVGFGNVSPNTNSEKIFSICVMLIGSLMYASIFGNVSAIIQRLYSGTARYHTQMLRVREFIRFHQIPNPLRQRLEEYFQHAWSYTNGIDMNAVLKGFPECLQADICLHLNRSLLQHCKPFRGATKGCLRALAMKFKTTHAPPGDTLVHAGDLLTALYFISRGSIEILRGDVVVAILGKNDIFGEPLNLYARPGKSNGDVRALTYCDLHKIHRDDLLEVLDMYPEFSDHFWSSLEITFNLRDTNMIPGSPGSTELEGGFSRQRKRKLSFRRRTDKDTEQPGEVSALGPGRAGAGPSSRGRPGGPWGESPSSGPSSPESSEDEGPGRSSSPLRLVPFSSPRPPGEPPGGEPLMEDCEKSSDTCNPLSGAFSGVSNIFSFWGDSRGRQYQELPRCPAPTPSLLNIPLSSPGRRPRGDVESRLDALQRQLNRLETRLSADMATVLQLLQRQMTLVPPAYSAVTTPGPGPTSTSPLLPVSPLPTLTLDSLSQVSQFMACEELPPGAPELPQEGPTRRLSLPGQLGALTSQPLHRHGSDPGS
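U2OS cells were transduced with wild-type KCNH2 virus (2.03 x 10^8 / mL) for 4 h at room temperature, then cultured overnight at 37 C. Thallium flux was read with FluxOr dye. Rate constants were normalized to DMSO controls.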
Mito fusion yeast – qHTS Assay for Small Molecule Inhibitors of Mitochondrial Division or Activators of Mitochondrial Fusion. S. cerevisiae fusion-defective mutant growth rescue, CellTiterGlo 48 h. Potency, µM (top dose mostly 46.1 µM), without a hit: at the top dose growth rescue (activation), hits mostly activators. 320,000 compounds, 0.23% hits. AID 485298, 2010;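 further: potency means the concentration at half of the fitted maximal effect; % of control where 0% means no effect; nearly all actives have a fitted effect of over 45% in size; temperature-sensitive fusion mutants such as fzo1-1 at 37 °C on non-fermentable ethanol glycerol medium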
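Luminescent cell viability in 1536-well qHTS format served as the measure of rescued growth in ts fusion-mutant S. cerevisiae cultured on non-fermentable YPEG for 48 hours at 37C.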
USP2a block – qHTS Assay for Inhibitors of Ubiquitin-specific Protease USP2a Using CHOP2 as the Reporter; Ubiquitin carboxyl-terminal hydrolase 2 (Homo sapiens), O75604; 330,000 compounds, 0.01% hits; USP2 core, Ub-CHOP2 coupled fluorogenic reporter, 485/531; Potency, µM (titrated, usually from 38.3 µM), inactives show at the highest dose activity change, negative = inhibition, most hits filed as inhibitors; AID 463254, 2010;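 further: potency means the concentration at half of the fitted maximal effect; plate controls were DMSO wells for no effect and full inhibition by NEM control for full effect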
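Deubiquitinase activity read as fluorescence (485/531 nm) after Ub-CHOP2 cleavage activates the enterokinase reporter on its substrate; USP2 core 10nM, Ub-CHOP2 and substrate 25nM each, 30min compound preincubation then 60min RT; data normalized to NEM, curves fitted.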
TRPV1 ag – HTS Assay for Compounds that Act as Agonists of the Vanilloid Receptor 1; Transient receptor potential cation channel subfamily V member 1 (Homo sapiens), Q8NER1; TRPV1-expressing cells, Fluo-8 calcium influx, agonist mode; activation, % at 8.33 µM; 320,000 compounds, 0.19% hits; AID 540275, 2011; in the data active means activation above about 80%; inconclusive means between about 30% and that limit; further: 0% is about no effect
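Fluo-8 calcium influx in TRPV1-expressing cells, kinetic read (ex 480/em 520 nm). Compound added and read 3 min for agonist activity, followed by capsaicin at EC20 final and 2 min further read for enhancement.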
KCNH2 3.1 block – qHTS for Inhibitors of KCHN2 3.1: Mutant qHTS; 340,000 compounds, 0.95% hits; AID 720553, 2013; activity change, % (tested at about 1.8 µM); Potassium voltage-gated channel subfamily H member 2, brain isoform KCNH2 3.1 (human); U2OS KCNH2 3.1, thallium flux FluxOr; active compounds read low;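 active means maximum activity change below -70%; inconclusive means maximum activity change from -70% to -50%; inactive means maximum activity change above -50%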;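 further: thallium influx rate constant from kinetic fluorescence after stimulation buffer; on the % scale 0 is the no-effect control and ±100 the full control effect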
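Normalized rate constant (relative to positive and negative DMSO controls) derived from a 2 min kinetic fluorescence read after stimulation; U2OS cells expressing the 3.1 isoform via virus at 1.77 x 10^8 /mL.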
TCR activator – Activators of T cell receptors: qHTS campaign; 330,000 tested, under 10 active; AID 504894, 2011; Potency, µM (top dose mostly 9.22 µM), for the others: at the top dose activation of IL-2 secretion, hits mostly activators; primary human leukocytes, anti-CD3, IL-2 HTRF, 48 h; further: % of control where 0% means no effect
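Human primary leukocytes + a-CD3 beads + cpd, 48 hr; IL-2 in supernatant by HTRF (ex 320nm / em 665nm). No co-stimulatory signal supplied.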
* hit, by the source's call; ? = inconclusive; . = no result given; [ ] = dose if it differs, or a comment. Unless noted, the call rests on the fitted dose curve; in most records, active means well fitted curve in the direction sought with a large enough effect; inconclusive means small, poorly fitted or top-dose-only effect, or another doubt; inactive means no such curve, though single readings can be large; an effect the other way counts as inactive or inconclusive. An excerpt. The share of hits here may be higher or lower than overall.

[1] Cc1ccc(S(N)(=O)=O)cc1NC(=O)C1CC2CCC1C2 (configuration not stated)
[2] Cn1c(SCc2nc(-c3ccc(Br)cc3)no2)nnc1-c1ccco1
[3] CCc1ccc2[nH]c(=O)c(CN(Cc3ccc(OC)cc3)Cc3nnnn3CCOC)cc2c1
[4] Cc1cccc(C)c1NC(=O)COC(=O)/C=C/c1ccc(S(=O)(=O)N2CCOCC2)cc1
[5] CC(OC(=O)c1ccc(Cl)c(S(=O)(=O)N2CCc3ccccc32)c1)C(=O)Nc1ncc(Cl)cc1Cl (configuration not stated)
[6] CCOC(=O)CCCNC(=O)CSc1nnc(-c2ccccc2)c(-c2ccccc2)n1
[7] CN=c1scc(-c2ccc([N+](=O)[O-])cc2)n1/N=C/c1ccco1
[8] Cc1ccc(CNC(=O)C2CCN(S(=O)(=O)c3c(C)noc3C)CC2)cc1
Compound,1,2,3,4,5,6,7,8
A-T KAP1 phos,0%,3%,14%,1%,-7%,0%,-3%,.
ELG1 repair inh,6%,-7%,0%,-29%,?,?,?,.
TSHR antagonist,6,-6,4,30,-9,-17,-6,.
Eya2 phos inh,1%,-11%,4%,4%,-2%,3%,-9%,.
KCNH2 WT inh,-9,-5,10,4,1,-3,7,3
Mito fusion yeast,-2%,4%,17%,.,13%,2%,-2%,1%
USP2a block,2%,-1%,1%,-1%,2%,0%,-1%,.
TRPV1 ag,6,-3,-1,.,11,-2,-1,?
KCNH2 3.1 block,2,7,-12,15,-27,15,-14,-11
TCR activator,1%,3%,-3%,4%,-1%[46.1 µM],2%,1%,-1%

[9] CSc1cccc(NC(=O)CCS(=O)(=O)c2cccc3nonc23)c1
[10] COc1ccc2nc(Nc3nc(CSc4nnc(C)s4)cc(=O)[nH]3)nc(C)c2c1
[11] NC(=O)C1CCN(C(=O)c2ccc(Cl)c(S(=O)(=O)NCc3ccco3)c2)CC1
[12] COc1ccc(OC)c(C2/C(=C(/O)c3cnn(-c4ccccc4)c3C)C(=O)C(=O)N2CCN(C)C)c1 (configuration not stated)
[13] COc1cc(OC)c2c(-c3ccccc3)cc(=O)oc2c1C(CC(=O)N1CCCC1)c1ccc2c(c1)OCO2 (configuration not stated)
[14] CC(=O)c1ccc(NC(=O)CN2CCN(c3ccccc3)CC2)cc1
[15] Cc1cc(C)c2oc(C(=O)N(Cc3cccs3)C3CCS(=O)(=O)C3)cc(=O)c2c1 (configuration not stated)
[16] N#CCCn1cc(C(=O)Nc2ccc(C(=O)O)cc2)c(-c2cccc(Br)c2)n1
Compound,9,10,11,12,13,14,15,16
A-T KAP1 phos,1%,-3%,5%,6%,-10%,-6%,-23%,0%
ELG1 repair inh,-2%,8%,15%,?,-12%,1%,-3%,6%
TSHR antagonist,-3,1,3,-18,9,-1,-6,-4
Eya2 phos inh,1%,9%,-12%,11%,-7%,-4%,2%,10%
KCNH2 WT inh,-2,.,10,-1,.,13,-2,-3
Mito fusion yeast,1%,-1%,-1%,-1%,-22%,2%,0%,-1%
USP2a block,1%,2%,3%,2%,1%,0%,1%,1%
TRPV1 ag,23,3,1,2,3,-3,2,-2
KCNH2 3.1 block,-6,.,0,1,.,5,-18,1
TCR activator,2%,.,-2%,-4%,-6%,-9%,3%,.

[17] COc1ccc(C(=O)OCc2nnc(-c3ccccc3)o2)cc1S(=O)(=O)N1CCOCC1
[18] CN(CCC#N)Cc1cc(=O)oc2ccc3ccccc3c12
[19] CCc1ccc(NC(=O)C2C3C=CC(C4CC34)C2C(=O)O)cc1 (configuration not stated)
[20] COc1ccc(C)cc1S(=O)(=O)Nc1ccc2c(c1)OCO2
[21] COCCN(C(=O)COC(=O)CSc1ccccc1)c1c(N)n(Cc2ccccc2)c(=O)[nH]c1=O
[22] O=C(CN1c2cccc3cccc(c23)S1(=O)=O)NCCc1ccc(F)cc1
[23] Cc1nc(-c2ccccn2)nc(N2CCOCC2)c1Cl
[24] CSC1=NCCN1C(=O)c1ccc2c(c1)OCO2
Compound,17,18,19,20,21,22,23,24
A-T KAP1 phos,-1%,-1%,1%,3%,7%,-2%,-1%,2%
ELG1 repair inh,4%,-19%,?,-2%,3%,0%,?,-2%
TSHR antagonist,6,-5,16,0,7,-20,20,11
Eya2 phos inh,-32%,-21%,-9%,-17%,23%,-1%,8%,-3%
KCNH2 WT inh,5,1,8,5,-4,0,-11,5
Mito fusion yeast,3%,3%,-1%,-1%,0%,.,-1%,-1%
USP2a block,-1%,3%,-3%,-1%,1%,-1%,0%,0%
TRPV1 ag,4,5,-6,-3,-4,.,16,3
KCNH2 3.1 block,13,-2,-3,17,-6,-10,2,0
TCR activator,-1%,0%,-3%[46.1 µM],-2%,-2%,0%,-2%,12%

[25] O=C(CN1C(=O)NC2(CCCCC2)C1=O)Nc1ccc(Cl)c(S(=O)(=O)N2CCOCC2)c1
[26] CC(C)COc1cccc(C(=O)NC2(C)CCS(=O)(=O)C2)c1 (configuration not stated)
[27] C=CC(COCc1ccccc1)N([C@@H](Cc1ccccc1)C(=O)OC)S(=O)(=O)c1ccccc1Br (some centres not stated)
[28] CC(/C=C/c1ccco1)=N\NC(=O)c1cccc(Cl)c1
[29] Cc1ccc(C(CC(=O)N2CCCC2)c2ccccc2)c(O)c1C (configuration not stated)
[30] Cc1ccnc(SCc2cn3c(C)cccc3n2)n1
[31] COc1ccc(C(=O)Nn2c(SCC(=O)NCc3ccccc3)nc3ccccc3c2=O)cc1
[32] COc1ccc(C(=O)Nc2ccc3ncccc3c2)cc1
Compound,25,26,27,28,29,30,31,32
A-T KAP1 phos,2%,0%,21%,0%,0%,6%,-3%,-4%
ELG1 repair inh,?,2%,10%,18%,1%,?,?,?
TSHR antagonist,13,18,-9,13,8,-3,-14,6
Eya2 phos inh,-8%,-3%,-19%,-7%,-37%,-7%,-4%,0%
KCNH2 WT inh,1,-8,-29,3,8,3,3,2
Mito fusion yeast,1%,-2%,.,7%,10%,-10%,1%,1%
USP2a block,0%,2%,-2%,0%,-1%,-2%,0%,-1%
TRPV1 ag,-3,12,.,-1,15,1,-1,91*
KCNH2 3.1 block,-6,9,-36,0,-42,17,4,3
TCR activator,1%,-5%,-7%,-7%[46.1 µM],-8%,-3%,-4%,.

[33] Cc1c(C)c2c(OCC(=O)NCC(C)C)cc3c(c2oc1=O)CCC(C)(C)O3
[34] COc1ccccc1NC(=O)COC(=O)c1cc([N+](=O)[O-])ccc1N1CCCC1
[35] Cc1ccc(N=Nc2c(N)[nH]n3c(=O)cc(-c4ccccc4)nc23)cc1
[36] COc1ccc(/C=N/NC(=O)c2cccnc2)cc1Cn1nc([N+](=O)[O-])c(Br)c1C
[37] O=C(OCCOc1cccc(Cl)c1)C1CCN(S(=O)(=O)c2ccccc2)CC1
[38] C#CCN1C(=O)S/C(=C/C=C/c2ccc(N(C)C)cc2)C1=O
Compound,33,34,35,36,37,38
A-T KAP1 phos,-9%,-25%,-9%,3%,7%,-2%
ELG1 repair inh,-9%,?,4%,?,5%,?
TSHR antagonist,16,-16,-10,-7,4,-13
Eya2 phos inh,-8%,3%,9%,13%,-22%,12%
KCNH2 WT inh,1,-22,-19,.,-1,-16
Mito fusion yeast,1%,?,2%,1%,4%,1%
USP2a block,2%,-9%,1%,3%,-7%,7%
TRPV1 ag,27,-2,-2,6,5,16
KCNH2 3.1 block,-7,6,15,.,-13,-2
TCR activator,14%,.,-4%,.,3%,2%[46.1 µM]

Given with two lines to a compound: entries from further up.
Below each SMILES: A-T KAP1 phos, ELG1 repair inh, TSHR antagonist, Eya2 phos inh, KCNH2 WT inh, Mito fusion yeast, USP2a block, TRPV1 ag, KCNH2 3.1 block, TCR activator
#36 COc1ccc(/C=N/NC(=O)c2cccnc2)cc1Cn1nc([N+](=O)[O-])c(Br)c1C
 : 3%, ?, -7, 13%, ., 1%, 3%, 6, ., .
#37 O=C(OCCOc1cccc(Cl)c1)C1CCN(S(=O)(=O)c2ccccc2)CC1
 : 7%, 5%, 4, -22%, -1, 4%, -7%, 5, -13, 3%
#38 C#CCN1C(=O)S/C(=C/C=C/c2ccc(N(C)C)cc2)C1=O
 : -2%, ?, -13, 12%, -16, 1%, 7%, 16, -2, 2%[46.1 µM]
